Lipid storage S3 – qHTS Assay for Lipid Storage Modulators in Drosophila S3 Cells; Drosophila S3 cells, BODIPY lipid droplet fluorescence, 18-24 h; cells fed with added oleic acid; Potency in µM for hits, for the others lipid storage change, negative = inhibition, % at the top dose, mostly 46.1 µM; actives 0.64% (n = 320,000); AID 2685; active = well fitted inhibition curve with a large enough effect in the signal ratio, with a control signal flat, not every such curve was filed as active; inconclusive = small, poorly fitted or top-dose-only effect, or effect the other way, or a change in a side signal; the % refers to the signal ratio
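Drosophila S3 cells loaded with oleic acid (400 uM, as added) and compounds at several concentrations; lipid droplets imaged by 488-nm laser-scanning cytometry, 500–530 nm intensity and object ratio to cell channel. Percent activity normalized to 20 uM Triacsin C.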
Lipid storage S3 cell count max – second read-out of Lipid storage S3, no call of its own (marks repeat the call); cell number change, %; measured here: cell count max response;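 cells counted by Cell Tracker Red CMTPX staining in the red channel; peak over a dose series mostly up to 46.1 µM; percent activity relative to internal control wells on each plate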
An asterisk follows results filed as active; i = inactive; ? = inconclusive; / = not tested or not shown. % is scaled to controls: 0 for no effect and ±100 for the full control effect; potency is read from the fitted curve at half-maximal effect.

SMILES | Lipid storage S3 | Lipid storage S3 cell count max
COC(=O)c1ccccc1NC(=O)c1cn(-c2ccc(C)c(C)c2)c(=O)c2ccccc12 | ? | /
O=C(Nc1ccccc1)Nc1nnc(-c2cccs2)s1 | 2% | /
CC(=O)Nc1ccccc1C(=O)C(=O)Nc1cccc(C(=O)NC2CC2)c1 | -1% | -2
Cc1cccc(C(C)C)c1NC(=O)CN(C)Cc1cccc(F)c1 | 9% | 2
CC(OC(=O)CCC(=O)c1ccccc1)C(=O)Nc1ccc(F)cc1 (stereo unspecified) | 15% | 4
Cc1cc(NC(=O)CSc2ccc3nnc(-c4cccnc4)n3n2)no1 | ? | /
CCCCSc1nc(O)c(Cc2ccccc2)c(=O)[nH]1 | ? | /
COc1ccc(C=O)cc1COc1ccc2c(c1)OCO2 | ? | /
O=C(COC(=O)c1ccc(CNS(=O)(=O)c2ccc(F)c(Cl)c2)cc1)NC1CCCCCCC1 | -1% | -6
CC(=O)NC(C(=O)OCC(=O)N(c1ccccc1)c1ccccc1)C(C)C (stereo unspecified) | -14% | -9
CCOc1ccccc1N1CCN(C(=O)c2cccs2)CC1 | ? | /
COc1ccccc1NC(=O)Nc1ccc(S(=O)(=O)Nc2onc(C)c2C)cc1 | -2% | -23
Nc1ccc(C(=O)O)cc1S(=O)(=O)O | 0% | 6
CCCNC(=O)Nc1cccc(C(=O)OC)c1 | 16% | -3
COc1ccc(C(C)=O)cc1COC(=O)CNC(=O)c1ccccc1F | 14% | -2
O=P(OC1CCS(=O)(=O)C1)(c1ccccc1)c1ccccc1 (stereo unspecified) | ? | /
COc1ccc(NC(=O)c2ccc(-c3nn(C)c(=O)c4ccccc34)cc2)cc1 | ? | /
CCC1=NN2C(=N)/C(=C/c3ccc(OS(=O)(=O)c4ccccc4)c(OC)c3)C(=O)N=C2S1 | 1.8µM* | 4.6*
COc1ccc(NC(=O)CN(C)C(=O)c2cccc(-n3cccc3)c2)cc1 | ? | /
O=C(Nc1ncc(Br)s1)C(Cc1ccccc1)n1cccc1 (stereo unspecified) | ? | /
CCN(CC)c1ccc(NS(=O)(=O)c2ccc(-c3ccc(=O)[nH]n3)o2)c(C)c1 | ? | /
O=C(CCC(=O)Nc1ccc(F)cc1)N/N=C/c1ccc(Br)cc1 | ? | /
O=C(O)CCc1ccc(-c2ccc(Br)cc2)n1Cc1ccco1 | 6.5µM* | -8.8*
C=CCNC(=O)/C(=C/c1ccc(Br)cc1)NC(=O)c1ccccc1OC | 3% | -7
Cc1ccc2cccc(Oc3nnnn3-c3ccccc3)c2n1 | i | 11

An excerpt from above in order of count of non-hydrogen atoms, descending.
SMILES | Lipid storage S3 | Lipid storage S3 cell count max
CCN(CC)c1ccc(NS(=O)(=O)c2ccc(-c3ccc(=O)[nH]n3)o2)c(C)c1 | ? | /
COc1ccc(NC(=O)CN(C)C(=O)c2cccc(-n3cccc3)c2)cc1 | ? | /
CCOc1ccccc1N1CCN(C(=O)c2cccs2)CC1 | ? | /

New compounds follow.
SMILES | Lipid storage S3 | Lipid storage S3 cell count max
Cc1c(C(=O)Nc2ccccc2)oc2c1C(=O)CC(C)(C)C2 | i | /
COc1ccc(NC(=O)CCN2C(=O)NC3(CCCC3)C2=O)cc1Cl | i | -17
CC(C(=O)N1CCCCC1)N(C)CC(=O)Nc1cccc(F)c1 (stereo unspecified) | ? | /
O=C(N/N=C/c1ccncc1)C1CC1C(=O)N/N=C/c1ccncc1 (stereo unspecified) | ? | /
Cc1c(Cl)cccc1NC(=S)NCC(O)c1ccccc1 (stereo unspecified) | -16% | -5
Cc1ccc(-c2nc(-c3ccccn3)no2)cc1 | 5% | -14
CC(C)(C)c1ccc(C(=O)Nc2ccccc2NC(=O)c2ccco2)cc1 | ? | /
O=C(COC(=O)c1cccc(Cl)c1)NCCN1C(=O)CSC1=O | 15% | 7
COc1ccc(CNc2ccc3c(c2)ncn3C)cc1OC | i | -4
O=C(Cn1nnc2ccccc21)NC1CCCCC1 | 5% | 5
CCc1cccc(CC)c1NC(=O)COC(=O)CC1c2ccccc2CCN1S(=O)(=O)c1ccc(F)cc1 (stereo unspecified) | 9% | 14
Cc1ccc(NC(=O)CCC(=O)N/N=C/c2cccnc2)cc1 | ? | /
CC(=O)OCC(=O)[C@@]1(O)CC[C@H]2[C@@H]3CCC4=CC(=O)C=C[C@]4(C)[C@H]3C(=O)C[C@@]21C | ? | /
O=C(COc1ccc(F)cc1)OCCN1CCOCC1 | ? | /
COc1ccc(CCNC(=O)c2c[nH]c3ccccc3c2=O)cc1OC | ? | /
COC(=O)N/N=C/c1ccccc1 | ? | /
CC(C)(C)c1ccc(NC(=O)Nc2ccc3ccccc3n2)cc1 | 1% | 14
COC(=O)c1nnc(-c2ccccc2)c(-c2ccccc2)n1 | ? | /
CCn1cc(S(=O)(=O)CC(=O)N2CCc3ccccc32)c2ccccc21 | 15% | 2
CC(C)CCNC(=O)CN(CCCN1CCOCC1)C(=O)Cn1nnc(-c2ccc(F)cc2)n1 | ? | /
Cc1c(C)n(CCc2ccccc2)c2ncnc(NCCCN(C)C)c12 | 7% | -9
COC(=O)c1c(NC(=O)CN2CCN(C(=O)c3ccco3)CC2)c2c(C)cccc2n1C | i | -9
O=C1NC(=O)C2(COC(c3cccnc3)OC2)S1 (stereo unspecified) | 8% | 6
CCOC(=O)C1=C(CC)Nc2ccccc2N/C1=N\S(=O)(=O)c1ccccc1F | ? | /
CC(=O)CSc1nnc2c3ccccc3nc(C(C)(C)C)n12 | -4% | -21

The list continues.
SMILES | Lipid storage S3 | Lipid storage S3 cell count max
CC(=O)N1CCc2cc(S(=O)(=O)CCC(=O)NCCc3ccc(Cl)cc3)ccc21 | ? | /
O=C(CNc1ccccc1N1CCCC1=O)Nc1cc(Cl)ccc1-n1cncn1 | ? | /
CCN1C(=O)/C(=C2/C=CC=CN2C)SC1=S | i | -1
CCOCCCNC(=O)C1CCN(S(=O)(=O)N2CC(C)CC(C)C2)CC1 (stereo unspecified) | -2% | -8
Cc1ccc(S(=O)(=O)N2CCN(S(=O)(=O)N(C)C)CC2)c(C)c1 | ? | /
O=C(CSc1n[nH]c(-c2cccs2)n1)N1CCN(S(=O)(=O)c2ccccc2)CC1 | ? | /
CC(C)NC(=O)C1=NN(c2ccccc2)C(=O)CC1 | ? | /
Cc1cccc(C)c1Nc1nnc(SC(C)C(=O)Nc2c(C)n(C)n(-c3ccccc3)c2=O)s1 (stereo unspecified) | 14% | 24
O=[N+]([O-])c1cccc(N(CC2CO2)S(=O)(=O)c2ccccc2)c1 (stereo unspecified) | ? | /
NC(=O)c1ccccc1[N+](=O)[O-] | 9% | -9
Cc1ccccc1NC(=O)CSc1nnc2ccc(-c3cccnc3)nn12 | ? | /
COC(=O)c1[nH]c(=O)c2ccccc2c1OCc1ccccc1 | ? | /
O=C(Cn1ncc2c([nH]c3ccccc32)c1=O)NCCc1ccccc1 | ? | /
O=C(N/N=C/c1ccc[nH]1)c1cccc([N+](=O)[O-])c1 | 7% | 4
COc1cc(C)nc(N2CCC(C(=O)NCC3CCCO3)CC2)n1 (stereo unspecified) | ? | /
COc1ccc2c(-c3ccccc3)cc(=S)[nH]c2c1 | 7% | -10
O=C1CC(N(O)c2ccccc2)C(=O)N1c1ccc(Cl)c(Cl)c1 (stereo unspecified) | 7% | /
OCCC1CN(Cc2ccc3nonc3c2)CCN1Cc1ccsc1 (stereo unspecified) | i | 8
Oc1ccc(COCc2ccccc2)c2cccnc12 | ? | /
O=C1NN(c2ccc(Cl)c(Cl)c2)C(=O)/C1=C/c1ccc(-c2ccccc2C(=O)O)o1 | ? | /
Cc1ccc(C(=O)n2c(-c3ccccc3)cnc2SCC(=O)Nc2ccc(C)cc2C)cc1 | ? | /
CC(C)(C)c1cc(N2CCOCC2)n2ncc(-c3ccc(Cl)cc3)c2n1 | 6% | 10
CC(NC(=O)CCc1nnc(-c2ccccc2)o1)c1ccccc1 (stereo unspecified) | -4% | 3
Cc1ccc(OCC(=O)NC2=NCCS2)cc1 | ? | /
CCOC(=O)CC1C(=O)NCCN1S(=O)(=O)c1ccc(Cl)c(Cl)c1 (stereo unspecified) | -6% | 3

Structures above that have bromine, in the order listed:
SMILES | Lipid storage S3 | Lipid storage S3 cell count max
O=C(Nc1ncc(Br)s1)C(Cc1ccccc1)n1cccc1 (stereo unspecified) | ? | /
O=C(CCC(=O)Nc1ccc(F)cc1)N/N=C/c1ccc(Br)cc1 | ? | /
O=C(O)CCc1ccc(-c2ccc(Br)cc2)n1Cc1ccco1 | 6.5µM* | -8.8*
C=CCNC(=O)/C(=C/c1ccc(Br)cc1)NC(=O)c1ccccc1OC | 3% | -7

Next part
SMILES | Lipid storage S3 | Lipid storage S3 cell count max
CC(C)(O)C#Cc1ccc(C(=O)NCCC(=O)O)s1 | ? | /
CC(C)CCSc1nc2ccccc2[nH]1 | i | /
CC(C)(C)c1nc(SCC(=O)c2ccccc2)c2ccccc2n1 | 16% | 3
CCn1c(SCC(=O)Nc2ccc(S(N)(=O)=O)cc2)nnc1-c1ccccc1OC | 12% | -22
CC(=O)Oc1ccc2c(C)c(CC(=O)N3CCN(C(=O)C4COc5ccccc5O4)CC3)c(=O)oc2c1C (stereo unspecified) | i | 6
COC(=O)COc1cccc(NC(=O)c2ccc(C)cc2)c1 | -1% | 1
CCOC(=O)c1sc(N)c(C#N)c1CSc1nc2ccc(OCC)cc2[nH]1 | 13% | -21
COc1ccc(CN2CCCN(S(=O)(=O)c3ccc(Br)cc3)CC2)cc1 | ? | /
COc1ccccc1NC(=O)Nc1ccc(C(=O)N2CCCCC2)cc1 | -3% | -1
CCOc1ccc(N(CC(=O)Nc2cccc(C)c2C)S(=O)(=O)c2c(C)[nH]c(=O)[nH]c2=O)cc1 | ? | /
COc1ccc(CNC(=O)CCCn2nc([N+](=O)[O-])cc2C)cc1 | ? | /
CC(C)(C)c1ccc(S(=O)(=O)N2CCN(C(=O)c3ccc4c(c3)C(=O)N(Cc3ccncc3)C4=O)CC2)cc1 | ? | /
CCN(CC)CCn1cnc2c([nH]c3cccc(OC)c32)c1=O | ? | /
O=c1[nH]c(/C(Cl)=C/c2cc(Cl)ccc2O)nc2cc(Cl)ccc12 | ? | /
Cc1ccc(NS(=O)(=O)c2ccc(CCC(=O)N3CCOCC3)cc2)cc1 | i | -7
Cc1c(C)c2ccc(OC(C)C(=O)NC3CCN(Cc4ccccc4)CC3)cc2oc1=O (stereo unspecified) | 20% | /
COc1ccc(S(=O)(=O)N2CCCCC2)cc1NC(=O)C1CCCC1 | ? | /
O=S(=O)(c1cccc2cccnc12)n1cnc2ccccc21 | ? | /
CCc1c(C)c2ccc(OCC(=O)OC)cc2oc1=O | 9% | /
CC(C)Oc1ccc(C(CC(=O)N2CCOCC2)C(C)C)cc1 (stereo unspecified) | ? | /
COc1ccc(/C(C)=N/NC(=O)c2cccc(S(=O)(=O)N3CCCC3)c2)c(O)c1 | -1% | 4
CN(C)C(=O)CSc1nnc(-c2cccnc2)n1-c1ccccc1 | ? | /
COc1ccccc1N1CCN(C(=O)CC(NC(=O)c2ccccc2Cl)c2ccccc2)CC1 (stereo unspecified) | ? | /
O=C1C(Cc2ccccc2)NC(=S)N1c1ccccc1 (stereo unspecified) | ? | /
COc1ccc(CCNC(=O)C/C(C)=N/NC(=O)COc2ccc(C)cc2Br)cc1OC | ? | /

Next section
SMILES | Lipid storage S3 | Lipid storage S3 cell count max
CC(=O)Nc1nn(C)c2nc3cc(C)ccc3cc12 | ? | /
COc1ccc(C(=O)N2CCN(c3nc(C4CC4)nc4sc(C)c(C)c34)CC2)cc1 | i | -12
COc1ccc(CCNC(=O)Nc2ccccc2[N+](=O)[O-])cc1 | ? | /
Cc1csc2c(N3CCN(C(=S)Nc4ccc(F)cc4F)CC3)ncnc12 | ? | /
O=C1C=C(c2ccc3c(c2)OCCO3)C[C@@H](c2ccc(F)cc2)C1 | 7% | 2
COc1ccc2c(c1)c(-c1csc(N)n1)c(C)n2C | ? | /
Cc1cccc(C)c1NC(=O)COc1ccc2c(C)c(Cc3ccccc3)c(=O)oc2c1C | ? | /
CNC(=S)NNC(=O)c1cccs1 | 13% | /
Cn1c(SCc2ccccc2Cl)nc2c1c(=O)[nH]c(=O)n2C | i | 3
COc1ccccc1C(C)NC(=O)c1ccc(C)o1 (stereo unspecified) | ? | /
N/N=C(\Cc1cscn1)c1ccc(O)cc1O | -11% | -5
O=C1CC(N(CCc2ccccc2)C(=S)Nc2ccccc2)C(=O)N1c1ccc(F)cc1 (stereo unspecified) | -8% | -20
CC(/C=N/NC(=O)C(O)c1ccccc1)=C\c1ccccc1 (stereo unspecified) | ? | /
Cc1ccc(S(=O)(=O)N2CCC(C(=O)NCCN3CCCCCC3)CC2)cc1 | i | /
Cc1ccc(S(=O)(=O)N/N=C/c2c[nH]c3ccccc23)cc1 | i | /
Cc1ccc(N2CC(C(=O)NCCC3=CCCCC3)CC2=O)cc1 (stereo unspecified) | ? | /

Assay outcomes deposited in PubChem BioAssay by National Center for Advancing Translational Sciences (NCATS).

These rows are one share of the data; the hit share may differ from the screen's.
